Cardio protect – protects H9c2 cardiomyocytes from peroxide injury; H2O2 injury protection, ATPLite, 2 h; protection from H2O2 cell death, % at 20 µM; 360,000 compounds, 0.63% hits; AID 588492;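 active means compounds giving at least 50% protection of heart cells from peroxide-induced death in the single-dose screen, raw or plate-pattern-corrected value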;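 further: 0% = DMSO wells with peroxide and 100% = DMSO wells without peroxide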
PDI turbidity – inhibitors of human protein disulfide isomerase. inhibition, % at 10 µM. P07237. 350,000 compounds, 0.052% hits. PDI insulin aggregation turbidity, A650, 90 min;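 active means mean inhibition across replicates of 30% or more, whatever share of single replicates reach that level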;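 further: absorbance from insulin aggregation driven by PDI reduction with DTT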
Target sequence (P07237 whole entry, looked up): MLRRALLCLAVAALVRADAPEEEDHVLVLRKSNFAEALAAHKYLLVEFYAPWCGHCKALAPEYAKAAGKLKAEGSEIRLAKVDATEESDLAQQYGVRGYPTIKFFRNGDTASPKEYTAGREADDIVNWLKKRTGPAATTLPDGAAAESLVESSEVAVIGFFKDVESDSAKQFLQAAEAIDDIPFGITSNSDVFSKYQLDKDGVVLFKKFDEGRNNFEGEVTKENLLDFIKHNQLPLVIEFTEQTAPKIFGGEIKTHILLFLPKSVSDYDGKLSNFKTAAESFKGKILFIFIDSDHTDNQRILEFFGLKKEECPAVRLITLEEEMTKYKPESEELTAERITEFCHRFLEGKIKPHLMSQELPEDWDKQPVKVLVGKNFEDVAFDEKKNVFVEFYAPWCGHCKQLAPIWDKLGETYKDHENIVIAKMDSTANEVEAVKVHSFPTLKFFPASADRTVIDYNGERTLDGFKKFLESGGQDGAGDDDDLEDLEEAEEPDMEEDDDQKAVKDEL
MITF TRPM1 inh – MITF TRPM1 promoter inhibition in SK-MEL-5 cells; 330,000 compounds, 0.83% hits; SK-MEL-5 TRPM1 promoter luciferase, 24 h; inhibition, % at 12.5 µM;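 active means mean inhibition across replicates of 60% or more, whatever share of single replicates reaches that level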; further: values of inactives mirror those of a sister screen read the other way
NR2E3 ag-1 – activates human photoreceptor nuclear receptor NR2E3; Q9Y5X4; GST-NR2E3/biotin-RetCOR TR-FRET, 1536-well; inhibition of corepressor binding, % at 4.78 µM; 320,000 compounds, 0.12% hits; AID 2300;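 active means percent inhibition above the cutoff of mean plus 3 SD of all tested compounds, set per screening campaign, cut at about 20% in these data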;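 further: 0% = DMSO wells and 100% = biotin wells as full block of FRET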
Target sequence (Q9Y5X4 whole entry, looked up): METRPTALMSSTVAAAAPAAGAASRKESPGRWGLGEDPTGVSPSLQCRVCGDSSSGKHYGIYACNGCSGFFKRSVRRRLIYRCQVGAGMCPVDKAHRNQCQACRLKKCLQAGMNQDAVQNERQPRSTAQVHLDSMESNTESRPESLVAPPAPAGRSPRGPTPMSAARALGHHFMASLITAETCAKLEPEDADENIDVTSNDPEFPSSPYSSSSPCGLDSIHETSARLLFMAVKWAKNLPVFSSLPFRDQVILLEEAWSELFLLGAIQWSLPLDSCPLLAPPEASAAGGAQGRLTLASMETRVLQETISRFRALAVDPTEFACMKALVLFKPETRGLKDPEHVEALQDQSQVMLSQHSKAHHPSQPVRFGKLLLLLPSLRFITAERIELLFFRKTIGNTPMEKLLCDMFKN
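Test system: GST-NR2E3 and biotin-RetCOR proteins | Quantity: 1.35 nM GST-tagged NR2E3 final | Medium: Tris pH 7.5 | Also added: 7 nM biotin-RetCOR | Dosing: Compound at 4.8 µM, single dose | Timing: 5 h at 4 °C | Detection: Time-resolved FRET | Read-out basis: Percent inhibition | Benchmarks: Biotin wells as high control, 0.6% DMSO wells as low control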
hiPSC survival – enhancers of human iPSC single-cell survival; 360,000 compounds, 0.044% hits; survival enhancement, % at 20 µM; AID 602274; hiPSC single-cell survival, ATPlite luminescence; 100% = ROCK inhibitor wells, 0% = DMSO; in the data active means survival enhancement above about 18%;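 further: cells exposed to compounds for 16 hours before the ATP read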
CaV13 FRET inh – Primary screen for inhibitors of IQ motif and Ca2+-dependent inactivation inhibitor domain binding in CACNA1D, Förster resonance energy transfer in living cells, …; HEK cells, CFP/YFP FRET ICDI-IQ, plate reader, 10 min; percent FRET-ratio fall versus neutral wells; 340,000 compounds, 0.098% hits; inhibition, % at 12.3 µM;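 active means mean replicate inhibition of at least 30% and at least 1% of replicates passing that level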;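 further: 0% = median of the neutral control wells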
HTR2A ag – agonists of mouse serotonin 5-HT2A receptor (HTR2A). P35363. CHO-K1 mHTR2A beta-arrestin complementation, luminescence; percent of 30 µM serotonin response. activation, % at 7.6 µM. 360,000 compounds, 0.66% hits. AID 624169;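 active means activation above a run cutoff, the mean activation of all tested compounds plus 3 SD, cut at about 14% in these data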;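 further: 0% = plate median of compound wells and 100% = 30 µM serotonin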
NR2E3 ag-2 – human photoreceptor-specific nuclear receptor agonism; AID 602229; CHO-S Gal4-NCOR/VP16-NR2E3 two-hybrid, luciferase; 360,000 compounds, 0.35% hits; inhibition of corepressor binding, % at 3.98 µM;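 active means inhibition above the mean of all tested compounds plus 3 SD, cut at about 70% in these data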;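 further: 0% = DMSO with NR2E3 transfected cells and 100% = cells lacking NR2E3 construct; higher means lower luciferase signal from less NR2E3 corepressor binding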
Shn3 inh set2 – reduces Shn3 3'UTR luciferase signal in osteoblasts; Clone20 osteoblast Shn3 3'UTR firefly luciferase, 24 h; 360,000 compounds, 0.52% hits; inhibition, % at 12.5 µM; AID 588674;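 active means mean inhibition of at least 75% with every replicate also reaching 75%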;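 further: 0% = median of neutral control wells and 100% = pilot-screen positive control compound; some compounds past the cut are filed as inactive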
Peg3 promoter – reduces Peg3 promoter-driven luciferase expression in HeLa. HeLa PEG-Prom luciferase reporter, luminescence, overnight. inhibition, % at 20 µM. 360,000 compounds, 1.7% hits. AID 588405;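 active means inhibition of at least 50% at 20 µM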
HIF-2a inh – HIF-2a inhibition | inhibition, % at 18.8 µM | 360,000 compounds, 0.72% hits | 786-0 RCC cells HIF-2a reporter, luciferase luminescence, overnight;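 active means inhibition of the luminescence signal of 40% or more relative to plate controls, in a single-dose primary screen at 18.75 µM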
* hit, by the source's call; x = not tested or not shown.

Results follow in this order: MITF TRPM1 inh	HTR2A ag	NR2E3 ag-1	PDI turbidity	Shn3 inh set2	NR2E3 ag-2	Cardio protect	hiPSC survival	HIF-2a inh	CaV13 FRET inh	Peg3 promoter
> O=C1CCCN1CC1CCCN(Cc2nc(COc3ccccc3)no2)C1 (stereo not given)
 : 5.3	-2.2	-0.9	-1.7	-22.0	-5.5	5.1	0.6	8.0	1.2	4.0
> O=C1OC=NC1=Cc1ccccc1
 : -9.3	0.0	x	-1.1	-1.4	0.8	-0.9	1.5	-14.4	-4.0	-5.7
> C=CC[C@H](CC(=O)N[C@H](CO)Cc1ccccc1)C(=O)N[C@@H](COC(=O)[C@@H](CC=C)CC(=O)OC(C)(C)C)Cc1c[nH]c2ccccc12
 : -7.7	1.3	x	0.9	8.4	8.7	4.6	-1.2	7.2	-5.7	62.6*
> CNc1cccc(-c2ccccc2C(C)=O)n1
 : x	0.8	x	-48.9	-14.8	-39.5	14.8	-0.7	5.6	-6.1	5.5
> CC1=C(C(=O)N2CCCC(CCC(=O)NCc3ccccc3F)C2)OCCO1 (stereo not given)
 : -0.5	-3.5	4.1	-1.4	8.1	-2.6	3.6	0.5	-3.3	-1.9	8.6
> CC(C)(C)NC(=O)CCc1nnc(Cc2c[nH]c3ccccc23)o1
 : -2.3	-4.1	0.4	1.2	-7.5	15.2	0.7	-0.7	2.0	-2.5	-4.9
> CC1COc2ccccc2N1S(=O)(=O)c1ccccc1 (stereo not given)
 : 7.5	-2.8	-2.8	-13.8	5.7	-13.4	2.0	0.6	12.7	-5.0	24.8
> C[C@]12CC[C@@H]3c4ccc(O)cc4CC[C@H]3[C@@H]1CC[C@@H]2OC(=O)CCC(=O)O
 : -2.8	-2.6	-1.3	-9.8	7.7	9.7	4.6	-2.5	5.9	-4.7	-9.3
> COc1cc(/C=N\NC(=O)c2ccc(Cn3nc([N+](=O)[O-])c(Cl)c3C)o2)ccc1O
 : -0.3	1.7	-2.7	-2.2	2.8	-45.0	37.6	1.6	8.5	x	3.7
> CCC(C)c1ccccc1NC(=O)C(C)OC(=O)CN1C(=O)NC(C)(C)C1=O (stereo not given)
 : 5.5	0.5	1.7	1.4	-7.5	-11.8	-2.8	-0.1	8.3	-5.6	2.3
> Cc1noc(C)c1COC(=O)c1ccc(F)c(S(=O)(=O)N2CCCCC2)c1
 : 1.7	4.0	-0.1	-5.1	12.9	-24.9	-17.4	-2.9	16.2	-2.6	18.7
> COc1ccc(NC(=O)C(c2cc3c(cc2[N+](=O)[O-])OCO3)N2CCN(C=O)CC2)cc1 (stereo not given)
 : -14.3	3.2	-2.4	0.7	-10.0	-7.5	10.3	0.1	-13.3	-2.9	-22.9
> Cc1ccc(N(C(=O)c2sc(C)nc2C)C(C(=O)NCc2ccco2)c2ccccc2)cc1 (stereo not given)
 : 2.4	-0.2	6.3	0.5	7.8	-3.0	11.3	1.0	8.5	-9.0	11.4
> O=[n+]1c2c(n([O-])c3c1CCCC3)CCCC2
 : 10.8	-0.9	0.0	-2.7	8.8	-25.1	4.0	-2.5	11.6	-9.0	0.8
> COC(=O)c1ccc(Oc2nc(N(C)C)nc(N3CCOCC3)n2)cc1
 : -3.0	-0.8	3.3	-0.5	12.0	-11.9	1.6	0.2	34.0	-5.1	13.7
> O=C(CSc1ncnc2c1nnn2Cc1ccc(F)cc1)NCC1CCCO1 (stereo not given)
 : 4.7	-2.1	3.6	9.4	-14.2	-2.9	-3.7	-0.5	19.9	-3.5	19.8
> COc1ccc(C)cc1NC(=O)CCNS(=O)(=O)c1ccc2c(c1)CCC(=O)N2
 : -4.0	0.7	-2.1	7.0	3.2	5.9	-0.7	-0.6	7.3	-2.4	3.3
> O=C(CSCc1ccccc1)N1CCN(C(=O)c2ccco2)CC1
 : -10.5	4.6	-2.1	6.9	-13.2	-1.1	4.5	-0.1	-45.8	x	-21.9
> Cc1nnc(SC(C)C(=O)Nc2c(C)n(C)n(-c3ccccc3)c2=O)n1N (stereo not given)
 : 0.3	4.7	1.6	5.0	5.6	-4.8	-0.3	-0.3	9.9	-1.8	-4.3
> CCCCOCCCNC(=O)C[C@@H]1C[C@@]2(C(=O)OCC)CCC=C2N(Cc2cccc3ccccc23)C1=O
 : x	0.5	x	x	x	-19.8	x	0.9	-5.8	-4.5	x
> COc1ccc(-n2nnnc2-c2cccc(OC)c2)cc1
 : 16.4	0.3	4.0	7.4	x	-53.5	-0.7	-5.4	-17.5	-3.0	-11.8
> CN(CC(=O)Nc1ccc(S(=O)(=O)N(C)C)cc1)Cc1ccc(C(F)(F)F)cc1
 : 6.8	-4.7	2.6	0.7	9.1	14.8	-14.8	-0.3	5.3	-2.8	21.0
> O[C@@H]1CN(Cc2ccccc2Cl)CC[C@H]1N1CCOCC1
 : 0.9	9.8	2.2	5.2	10.3	13.9	2.1	-0.6	7.0	-19.1	0.6
> NS(=O)(=O)c1ccc(CCNC(=O)c2ccco2)cc1
 : -13.4	9.3	-1.0	0.2	-1.2	-10.8	-0.1	0.3	9.4	8.3	10.6
> CCCn1c(O)c(N=NC(=O)c2ccco2)c2ccccc21
 : -0.8	-0.9	-4.2	5.1	-9.2	-18.4	35.1	-0.8	9.5	-3.8	5.8
> Cc1ccc(C)c(S(=O)(=O)NCC(c2ccco2)N2CCc3ccccc3C2)c1 (stereo not given)
 : -0.9	-8.7	-3.0	-0.4	13.8	-33.6	-8.5	-0.4	-6.5	-15.7	3.1
> Cc1ccc(N=Nc2ccc(O)c(/C=N\NC(=O)c3ccc(N)cc3)c2)cc1C
 : -4.3	-0.3	0.3	-18.0	25.2	-25.3	55.5*	-0.7	-97.8	-3.6	-17.1
> COc1ccc(NC(=O)C2CCC(CNS(=O)(=O)c3cccs3)CC2)cc1OC (stereo not given)
 : -6.0	2.6	-2.9	3.1	19.4	12.6	17.3	1.5	3.7	-5.0	11.3
> CCC(Cc1ccccc1)NC(=O)Cn1cccc1C(=O)c1ccccc1 (stereo not given)
 : 15.8	-2.1	3.2	-1.2	15.1	19.3	4.5	1.2	3.7	-2.5	24.6
> COc1ccc(S(=O)(=O)n2cnc(C)c2)cc1
 : 2.7	-2.6	-0.3	-2.1	-16.5	-4.6	-0.5	-0.3	4.3	2.9	36.4

An excerpt from above in order of their number in NR2E3 ag-1, falling:
| Molecule | NR2E3 ag-1 |
| --- | --- |
| O=C(CSc1ncnc2c1nnn2Cc1ccc(F)cc1)NCC1CCCO1 (stereo not given) | 3.6 |
| Cc1nnc(SC(C)C(=O)Nc2c(C)n(C)n(-c3ccccc3)c2=O)n1N (stereo not given) | 1.6 |
| Cc1ccc(N=Nc2ccc(O)c(/C=N\NC(=O)c3ccc(N)cc3)c2)cc1C | 0.3 |

(further entries)
Results follow in this order: MITF TRPM1 inh	HTR2A ag	NR2E3 ag-1	PDI turbidity	Shn3 inh set2	NR2E3 ag-2	Cardio protect	hiPSC survival	HIF-2a inh	CaV13 FRET inh	Peg3 promoter
> CC(C)n1nnnc1SCC(=O)NCc1ccc2c(c1)OCO2
 : 3.8	-0.1	0.7	15.7	9.6	-0.6	-5.1	2.4	3.5	-3.1	-8.3
> CN(C(=O)CSc1nnc(-c2ccco2)n1Cc1ccccc1)C1CCS(=O)(=O)C1 (stereo not given)
 : 8.7	-1.8	-0.5	-0.2	12.9	8.4	1.7	0.2	4.5	-2.0	0.1
> CCC(CC)NC(=O)/C=C/c1cccc([N+](=O)[O-])c1
 : -11.5	1.6	3.4	-7.2	-12.4	-5.8	4.3	1.8	10.5	-3.0	0.3
> CCOC(=O)C(=O)/C(=C\N(C)C)c1onc(-c2ccccc2Cl)c1C(=O)OC
 : 7.1	3.8	1.4	2.7	-19.6	3.1	15.8	-0.5	15.8	x	14.5
> Cc1cc(C)cc(NCC(=O)Nc2c(C)cccc2C)c1
 : 6.8	-0.2	-0.4	-0.5	-18.0	-29.5	-2.9	-0.7	-16.0	-4.8	-1.0
> COc1cc(-c2noc(C)c2C(=O)NCCCN2CCOCC2)cc(OC)c1OC
 : 1.6	2.5	x	-32.3	-0.7	-2.2	-2.4	0.6	9.6	-10.2	13.2
> CSc1cccc(NS(=O)(=O)c2ccc3c(c2)oc(=O)n3C)c1
 : 5.3	-2.0	4.4	x	11.6	19.7	-23.9	-0.2	10.8	-4.6	14.0
> COC(=O)c1ccc(CNC(=O)Cn2cnc(C(=O)Nc3ccc(C)c(C)c3)n2)cc1
 : -27.4	3.2	x	-7.9	-12.9	-25.3	-1.2	-1.7	-18.6	-4.8	-48.9
> CC1(C)CC(=O)C(C2C3=C(CC(C)(C)CC3=O)Oc3ccc4ccccc4c32)C(=O)C1 (stereo not given)
 : -36.4	1.2	-2.2	4.5	-5.1	-47.3	-6.4	-0.6	-242.4	-4.8	-134.8
> Cc1ccc2cc(C)c(N3CCC(C)CC3)nc2c1
 : -33.7	-0.2	0.4	-4.7	-5.8	-12.6	-7.7	0.8	-50.9	-2.7	-24.7
> c1ccc(Cn2c[n+](Cc3ccccc3)c3ccccc32)cc1
 : 13.8	2.0	0.6	0.0	25.1	-9.8	-7.5	-0.7	11.1	-15.1	5.8
> CS/C(=N/S(=O)(=O)c1ccc(C)cc1)c1ccccc1
 : 13.8	1.7	0.8	-17.4	-4.3	22.3	11.9	-0.4	12.2	-7.3	20.9
> CCOc1ccc(N)cc1OC
 : -8.5	-4.8	-2.9	4.9	1.4	-8.3	-11.6	-0.3	11.5	3.0	-1.1
> COc1ccc(N2CC(C(=O)N[C@@H](C)C(=O)NCCc3ccccc3)CC2=O)cc1 (stereo not given in full)
 : -5.4	-4.9	1.2	-6.1	-14.5	-24.9	-0.5	0.0	-5.5	-1.7	3.4
> CCCC/C(O)=C1\C(=O)CCCC1=NCCc1c(C)[nH]c2ccc(OC)cc12
 : 0.7	-4.9	0.0	3.1	5.3	-1.9	3.6	0.3	16.1	-4.7	14.3
> CCOC(=O)C1=NNC2C(=O)N(Cc3ccccc3)C(=O)C12 (stereo not given)
 : 3.9	-0.7	-5.0	-1.9	-2.1	-11.5	15.1	-0.4	8.1	-20.9	-12.7
> COc1ccc(Cl)cc1NC(=O)c1cc(C)no1
 : 20.3	3.6	x	5.2	-0.8	-13.6	-2.5	-0.1	8.7	-19.3	-2.0
> O=C1CSC(=S)N1N=Cc1ccc(Cl)cc1Cl
 : -0.4	1.8	x	-1.3	-22.4	-19.3	0.6	-0.2	-17.4	-6.2	13.4
> O=C(CCc1nc2ccccc2c(=O)[nH]1)NNC(=O)c1ccc(Cl)cc1
 : -5.4	-7.1	-0.4	1.4	-9.4	15.9	60.7*	0.3	-6.0	-3.0	6.0
> Cc1onc(C(=O)N2CCN(C(c3ccccc3)c3ccccc3)CC2)c1[N+](=O)[O-]
 : 7.8	-2.4	-3.8	x	-2.1	-10.5	7.0	-1.7	-35.7	-4.8	1.9

Screens (PubChem BioAssay)

Compounds as they come; any-hit rate near 3.9%.
